Rac1 GTP hydrolysis: MgcRacGAP GTPase-activating activity inhibitors, confirmation, biochemical, ADP Hunter fluorescence; MgcRacGAP-stimulated Rac1 GTP hydrolysis, ADP Hunter fluorescence; higher % means a stronger effect; GST-tagged Rac1 F28L mutant substrate; 0.6% of 340,000 active; inhibition, % at 30 µM; hits with a dose series show IC50 in µM;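 active = first-screen hits whose inhibition reached a set limit at any dose in the follow-up dose series; inconclusive = inhibition above the set first-screen limit but never retested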;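 also: fluorescence reports GDP produced by GAP-driven GTP hydrolysis; strong numbers were not always called active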
Yfh1-off respiration: mitochondrial function rescue without frataxin homolog – Friedreich's ataxia, plus single-dose screen, dose response (AID 1465); one-dose fold induction at 50 µM; EC50 in µM for titrated hits; 0.074% of 220,000 active; S. cerevisiae Yfh1-off respiration, WST-1 reduction, 72 h; higher fold induction means a stronger effect;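 active = fold induction of absorbance versus untreated yeast above a set limit, then at least 30% activation at any dose in follow-up; inconclusive = repeats straddling the limit, or above it without dose testing; inactive = fold induction below the set limit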;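 also: activators that raise dye reduction in frataxin-depleted yeast; strong numbers were not always called active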
AID2073: disruptors of CaV2.2 binding to Mint1 – biochemical, HTRF (AID 2073); HTRF protein-protein interaction, Mint1-CaV2.2; higher % means a stronger effect; 0.19% of 290,000 active; inhibition, % at 20 µM; hits with a dose series show IC50 in µM; in the data active = inhibition mostly above about 51%, no sharp cut-off; inconclusive = no clear call, values can overlap the other calls; inactive = mostly below about 53%; also: some results filed as inactive read as strong as hits
Large T inhibition: TAg ATPase/helicase activity blockers – biochemical (AID 1903) | inhibition, % at 20 µM, or IC50 in µM where a hit was titrated | 0.39% of 310,000 active | SV40 large T antigen ATPase/helicase inhibition assay; higher % means a stronger effect; in the data active = a potency from the dose series; inconclusive = inhibition mostly from about 32% at the one dose, without a potency; inactive = the rest, 99 in 100 with inhibition below about 32%; also: strong numbers were not always called active
GPR55 LPI antagonism: GPR55 antagonists blocking LPI-driven arrestin recruitment, primary screen, imaging, U2OS, beta-arrestin-GFP, LPI agonist (AID 2013); U2OS GPR55 beta-arrestin-GFP translocation imaging, LPI antagonism; higher % means a stronger effect; inhibition, % at 10 µM, or IC50 in µM where a hit was titrated; 0.13% of 290,000 active;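 active = spots per cell inhibited over 60%, with over 100 cells counted and total cytoplasm intensity under 500,000; inconclusive = wells with under 100 cells, flagged as likely toxic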;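 also: U2OS cells stably carrying GPR55 and arrestin-GFP stimulated by 5 µM LPI near EC80; imaged beta-arrestin-GFP aggregate spots per cell after agonist stimulation; plate controls were LPI-stimulated DMSO wells for no effect and DMSO wells without LPI for full effect; some results filed as inactive read as strong as hits; confirmed hits need IC50 under 10 µM and bright autofluorescent wells are also inconclusive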
GPR35 antagonists: GPR35 antagonists blocking zaprinast-driven arrestin recruitment, primary screen, imaging, U2OS, beta-arrestin-GFP, zaprinast agonist (AID 2058). U2OS GPR35 beta-arrestin-GFP translocation imaging, zaprinast antagonism; higher % means a stronger effect. one-dose inhibition, % at 10 µM; IC50 in µM for titrated hits. 0.052% of 290,000 active;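 active = inhibition of at least 50% with at least 30 cells and total cytoplasm GFP at most 10,000,000; inconclusive = under 30 cells or total GFP of 10,000,000 plus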
NTR1 ag: agonists of NTR1, primary screen, imaging, U2OS cells, beta-arrestin-GFP, high content (AID 493036); P30989; NTR1-U2OS beta-arrestin-GFP spot imaging, agonist mode; activation, % at 20 µM; 0.17% of 330,000 active;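 active = activation at or above 40% of the spot to cytoplasm intensity ratio, with at least 20 cells analyzed; inconclusive = wells under 20 cells, flagged as cytotoxic or low count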;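 also: 0% = DMSO without peptide and 100% = 100 nM NTR1 peptide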
Target sequence (P30989 whole entry, looked up): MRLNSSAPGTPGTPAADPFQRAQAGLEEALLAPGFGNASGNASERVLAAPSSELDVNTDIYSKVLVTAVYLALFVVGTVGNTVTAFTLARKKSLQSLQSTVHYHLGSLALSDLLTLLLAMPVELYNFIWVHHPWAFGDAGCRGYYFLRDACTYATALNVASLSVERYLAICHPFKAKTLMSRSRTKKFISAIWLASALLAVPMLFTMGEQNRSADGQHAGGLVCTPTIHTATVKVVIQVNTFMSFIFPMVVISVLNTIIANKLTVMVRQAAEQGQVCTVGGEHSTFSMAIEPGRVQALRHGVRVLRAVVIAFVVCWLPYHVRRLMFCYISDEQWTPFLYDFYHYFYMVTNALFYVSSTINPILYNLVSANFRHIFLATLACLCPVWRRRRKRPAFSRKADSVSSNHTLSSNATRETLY
GPR55 beta-arrestin: selective activators of receptor GPR55 – imaging, U2OS cells, beta-arrestin-GFP redistribution, primary screen (AID 1961); activation, % at 10 µM; hits with a dose series show EC50 in µM; U2OS GPR55 beta-arrestin-GFP redistribution imaging; higher % means a stronger effect; 0.048% of 290,000 active;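 active = activation above 40% with more than 50 cells counted in the well; inconclusive = wells holding fewer than 50 cells, flagged as toxic or sparse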;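 also: U2OS osteosarcoma cells stably expressing GPR55 and beta-arrestin-GFP; plate controls were DMSO negative control for no effect and LPI positive control for full effect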
NS5 inhibitors: flavivirus cap methylation enzyme inhibition – biochemical, confirmation dose response, primary screen (AID 588689); Dengue-2 NS5 methyltransferase capping enzyme assay, biochemical; higher % means a stronger effect; inhibition, % at 25 µM; hits with a dose series show IC50 in µM; 0.3% of 340,000 active; in the data active = a potency from the dose series; inconclusive = inhibition above about 29% without an active follow-up result
NTR1 ag cell count 20 µM: further read-out of NTR1 ag, marked with its call; cell count; measured here: cell count, cytotoxicity flag
NS5 inhibitors pilot replicate: also measured in NS5 inhibitors; calls as there; inhibition, %; measured here: pilot screen replicate inhibition
Numbers without * were called inactive; i = inactive; u = inconclusive; x = no result given.

SMILES	Rac1 GTP hydrolysis	Yfh1-off respiration	AID2073	Large T inhibition	GPR55 LPI antagonism	GPR35 antagonists	NTR1 ag	NTR1 ag cell count 20 µM	GPR55 beta-arrestin	NS5 inhibitors	others
CN1C=CC=C/C1=C1\SC(=S)N(c2ccccc2)C1=O	7%	x	-24%	10%	5%	-2%	-0.2	81	-0.1%	-6%
O=C(Nc1cccc(Cl)c1)N1CCCCCC1	11%	x	11%	1%	-5%	-12%	0.8	73	0.4%	-5%
O=C(Nc1cccc(O)c1)c1ccc(NC(=O)C2CCCO2)cc1 (stereo not drawn)	8%	x	-6%	13%	2%	3%	-1.6	53	0.5%	-3%
COc1ccc(N)c2c1C(=O)c1ccccc1C2=O	0%	i	-19%	11%	-16%	-13%	x	x	0.5%	-2%
CCN(CC)CC1(O)CCN(C(=O)c2ccc(Cl)c(Cl)c2)CC1	-15%	i	-8%	0%	-13%	-8%	2.2	46	0.2%	2%
NC(=O)c1nsc(C(=O)N(CC(=O)NC2CCCCC2)c2cccc(F)c2)c1N	6%	x	41%	11%	0%	13%	2.1	49	-0.1%	-10%
O=C(N/N=C/c1ccc([N+](=O)[O-])o1)c1cc2ccccc2o1	0%	i	6%	24%	13%	-4%	2.0	66	0.2%	9%
O=C(/C=N/O)Nc1ccccc1	11%	i	16%	9%	-8%	9%	0.4	38	0.2%	-13%
CCCN1C(=O)S/C(=C\c2ccc(N3CCOCC3)cc2C)C1=O	x	i	-2%	-3%	0%	18%	x	x	-0.1%	x
CCNc1nc(SCCOc2ccc(Cl)cc2Cl)nc(N(C)C)n1	2%	i	-6%	9%	1%	12%	x	x	0.6%	2%

Next section; it opens with the two that closed the last part.
SMILES	Rac1 GTP hydrolysis	Yfh1-off respiration	AID2073	Large T inhibition	GPR55 LPI antagonism	GPR35 antagonists	NTR1 ag	NTR1 ag cell count 20 µM	GPR55 beta-arrestin	NS5 inhibitors	others
CCCN1C(=O)S/C(=C\c2ccc(N3CCOCC3)cc2C)C1=O	x	i	-2%	-3%	0%	18%	x	x	-0.1%	x
CCNc1nc(SCCOc2ccc(Cl)cc2Cl)nc(N(C)C)n1	2%	i	-6%	9%	1%	12%	x	x	0.6%	2%
O=C(CNCc1cccs1)Nc1ccc(N2CCCCCC2)cc1	107µM*	i	3%	20%	-10%	0%	7.9	32	0.7%	-6%
CCOC(=O)c1ccc(-n2[nH]c(-c3ccccc3)cc2=O)cc1	5%	i	16%	12%	1%	-7%	3.3	79	-0.1%	2%
CC(C)c1ccc(NC(=O)c2sccc2-n2cccc2)cc1	1%	i	7%	5%	0%	-2%	6.6	101	-0.3%	7%
CCCNS(=O)(=O)c1ccc(OCC(=O)Nc2ccc3c(c2)OCO3)cc1	8%	i	0%	0%	5%	6%	-0.3	67	-0.1%	x
CCCCNC(=O)C(c1ccc(OCC(=O)OC)c(C(=O)OC)c1)N(CCc1ccccc1)C(=O)CCCCCN1C(=O)NC(c2ccc(-c3ccccc3)cc2)C(C(=O)OCc2ccccc2)=C1C (stereo not drawn)	x	i	24%	x	-6%	2%	x	x	0.6%	x
C=CCNC(=O)CSc1nnc(C(CC)N(C)C)n1C1CCCCC1 (stereo not drawn)	4%	i	-25%	9%	2%	5%	0.3	71	-0.3%	-8%
O=C(NCc1ccc2c(c1)OCO2)c1ccccc1Cl	-6%	x	x	13%	x	x	-0.5	48	x	6%
O=c1[nH]c2ccccc2cc1CN(Cc1cccnc1)S(=O)(=O)c1ccc([N+](=O)[O-])cc1	16%	x	0%	5%	-4%	5%	2.6	47	0.0%	0%
COc1ccc(CNC(=O)[C@@H](C)NC(=O)C2CCN(C(=O)[C@@H](N)CCSC)CC2)cc1	-1%	x	-1%	-1%	-11%	-15%	-0.5	92	0.2%	0%
Cc1cc2c(cc(C(=O)N3CCC(C(=O)N4CCCC4)CC3)n2Cc2c(F)cccc2Cl)o1	-5%	i	6%	14%	14%	-9%	0.8	103	-0.2%	-4%
CC(=O)n1cc([C@@H]2C=C(C(=O)NCc3ccccc3)O[C@H](OCCCCO)C2)c2ccccc21	8%	i	32%	8%	5%	-12%	-0.2	81	-0.2%	-8%
COc1ccc(-c2nc(CS(=O)(=O)CC(=O)NCc3cccc(F)c3)c(C)o2)cc1	2%	x	-6%	8%	-2%	-12%	2.5	56	-0.1%	3%
CNc1nc(SC)nc(N(C#N)CC(=O)OC)n1	12%	x	-6%	-6%	1%	-3%	3.5	56	0.5%	-5%
COc1ccc(NC(=O)c2noc3c2CCC3)cc1	15%	i	-12%	17%	8%	-2%	-1.6	92	-0.1%	0%
COc1ccccc1/C=C/C=N/NC(=O)c1cc(-c2ccco2)[nH]n1	x	i	28%	49%	-6%	-9%	-0.2	53	1.2%	x
COc1ccc(S(=O)(=O)N2CCOC2CNC(=O)C(=O)NCCc2ccc(OC)c(OC)c2)cc1C (stereo not drawn)	3%	i	1%	12%	0%	-10%	-0.1	49	-0.2%	-4%
O=c1cc(N2CCCCC2)c(-c2ccccc2)nn1Cc1ccc(Cl)cc1	8%	i	6%	4%	26%	-2%	20	50	-0.1%	-5%
CCOc1ccc(/C=C2\SC(=S)N(CCC(=O)Nc3ccc(C(=O)O)cc3)C2=O)cc1	12%	x	33%	20%	9%	-1%	0.0	64	-0.2%	10%
CSc1nnc(NC(=O)C23CC4CC(CC(C4)C2)C3)s1	14%	x	u	12%	-6%	-9%	52*	64*	0.1%	0%
COCCn1nnnc1C(c1cc(OC)ccc1OC)N1CCc2ccccc2C1 (stereo not drawn)	14%	i	5%	-6%	3%	5%	-0.3	57	-0.1%	-10%
O=C(CN1CCOCC1)Nc1cccc(Br)c1	11%	i	3%	-3%	5%	3%	-0.4	65	-0.1%	-2%
CCCCc1cc(C(=O)Cc2ccccn2)c(O)cc1O	-1%	x	13%	6%	6%	0%	0.5	97	0.3%	-6%
COc1cccc2cc(C(=O)CC3(O)C(=O)N(Cc4ccccc4)c4ccccc43)c(=O)oc12 (stereo not drawn)	4%	i	3%	2%	9%	6%	6.6	56	0.4%	-9%	NS5 inhibitors pilot replicate=2.7
COc1ccc2nc(/N=C\N(C)C)sc2c1	17%	i	-4%	12%	2%	-5%	5.8	85	0.2%	3%
CCOc1ccc(C2/C(=C(\O)c3ccc4c(c3)OCCO4)C(=O)C(=O)N2CCN2CCOCC2)cc1OCC (stereo not drawn)	-9%	x	25%	11%	7%	9%	-0.9	85	-0.2%	-3%
O=C(/C(=N/N=C/c1ccc(O)c(O)c1)c1ccccc1)c1ccccc1	25%	i	-22%	32%	0%	-6%	5.6	69	-0.1%	7%
C=CCNC(=O)/C(C#N)=C/c1ccccc1Cl	6%	i	4%	22%	1%	9%	-0.1	36	0.3%	-16%
CCO/N=C(/C)c1c(O)cc(C(C)(C)C)n(-c2ccccc2)c1=O	4%	i	5%	22%	-5%	-4%	-0.7	61	-0.3%	4%
CC(C)CC(=O)N1CCC(O)(CS(=O)(=O)Cc2ccccc2)CC1	10%	i	4%	4%	-21%	2%	-4.3	85	-0.3%	-4%
O=C(c1cccs1)N1CCN=C1SCc1ccc(Cl)cc1	-10%	i	4%	7%	11%	-6%	6.2	63	-0.1%	-4%
O=C(NCC1CCCO1)C1c2ccccc2C(=O)N1Cc1ccc2c(c1)OCO2 (stereo not drawn)	3%	i	1%	21%	8%	2%	-0.5	54	-0.1%	-4%
O=C(CCNC(=O)Cn1ccc2ccccc2c1=O)NCCCN1CCN(c2ccccc2F)CC1	10%	i	-2%	-3%	2%	3%	-1.9	85	0.0%	-1%
COc1ccc(-c2cc3ncc(C(C)=O)c(C)n3n2)cc1	1%	i	u	1%	14%	8%	2.6	37	0.2%	-13%
CCOc1ccc(-n2nc(C(=O)NC3CCCCC3)c3ccccc3c2=O)cc1	-5%	x	17%	21%	12%	10%	1.5	62	0.3%	-7%
Cc1ccc(C)c(S(=O)(=O)N2CCN(C(=O)c3cncc(Br)c3)CC2)c1	5%	x	-13%	14%	-1%	8%	-1.0	37	-0.1%	0%
O=C(CCCC(=O)OCC(F)(F)C(F)F)Nc1nccs1	3%	i	-4%	12%	-2%	-2%	0.7	43	0.0%	0%
Cc1occc1-c1nnc(SCC(=O)c2ccc(Cl)cc2)n1CC1CCCO1 (stereo not drawn)	13%	i	-22%	14%	2%	-7%	-1.3	56	0.0%	-13%
C=CCc1c(OC)ccc2ccc(=O)oc12	11%	i	7%	12%	-1%	2%	1.1	44	0.0%	8%
Cc1ccc(NC(=O)CCNS(=O)(=O)c2ccccc2F)cc1S(=O)(=O)N1CCOCC1	4%	x	x	8%	x	x	-0.4	57	x	-4%
COC(=O)c1cnn2c(C(F)(F)F)cc(-c3ccccc3)nc12	-6%	i	11%	7%	-1%	6%	0.5	49	0.4%	1%
CCCC(=O)NC(c1ccc(C)cc1)c1ccc2cccnc2c1O (stereo not drawn)	4%	x	2%	8%	8%	-10%	6.6	52	-0.2%	-8%
COc1cc(O)oc1C=Nc1ccc(Cl)cc1	-12%	i	-8%	1%	15%	20%	-0.9	70	-2.3%	-3%
COc1ccc(NS(=O)(=O)c2cccc(C(=O)NCC(c3ccc(OC)cc3)N3CCCC3)c2)cc1 (stereo not drawn)	4%	x	x	4%	x	x	3.7	42	x	-1%
CCC(=O)Nc1ccc(-c2csc(NNC(C)=O)n2)cc1	7%	i	-9%	19%	6%	-6%	-1.3	95	-0.3%	-8%
Cc1ccc(-c2nnn(CC(=O)N(c3cccc(F)c3)C(C(=O)NC(C)(C)C)c3ccco3)n2)o1 (stereo not drawn)	0%	i	8%	12%	10%	-5%	1.0	46	0.0%	2%
O=[N+]([O-])c1ccccc1S(=O)(=O)c1ccccc1	3%	x	-1%	1%	0%	-2%	0.6	89	-0.2%	-37%
CC(=O)Nc1ccc(S(=O)(=O)N2CCSCC2)cc1	4%	i	0%	21%	2%	-1%	1.2	63	-0.1%	2%
N#Cc1cccn1-c1nccs1	0%	i	-8%	11%	0%	8%	-1.3	56	-0.4%	2%
O=C(O)CCC(=O)Nc1ccc2c(c1)Cc1cc(NC(=O)CCC(=O)O)ccc1-2	9%	x	10%	13%	-2%	-14%	-0.3	101	-0.1%	-5%
